Apoferritin bind: qHTS Assay for Identification of Novel General Anesthetics | Ferritin light chain (Equus caballus), P02791 | apoferritin/1-aminoanthracene competitive binding, fluorescence | Potency, µM (doses to about 77.5 µM), without a hit: at the highest dose activity change, negative = displacement, actives largely listed as inhibitors | 0.074% of 350,000 active; also: potency is read from the fitted curve at half-maximal effect; % is scaled to controls: 0 for no effect and ±100 for the full control effect; nearly all actives have a fitted effect of over 20% in size
Target sequence (P02791 2-175 limits assumed): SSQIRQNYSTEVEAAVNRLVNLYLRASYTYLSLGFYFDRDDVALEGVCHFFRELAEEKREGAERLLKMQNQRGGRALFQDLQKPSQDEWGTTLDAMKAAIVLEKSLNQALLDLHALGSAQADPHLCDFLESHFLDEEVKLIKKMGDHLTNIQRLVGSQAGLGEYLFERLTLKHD
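Concentration-response curves derived by four-parameter Hill fitting of normalized fluorescence, where compounds displaced 1-AMA from 10 uM horse apoferritin following a brief 10 min room-temperature incubation; propofol titration acted as positive control.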
Pol iota inh: qHTS for Inhibitors of Polymerase Iota | DNA polymerase iota (Homo sapiens), Q9UNA4 | Pol iota fluorescent replication assay, 10 min | Potency, µM (top dose mostly 115 µM), for the others: at the top dose activity, negative = inhibition, most hits filed as inhibitors | 1% of 390,000 active; also: potency is read from the fitted curve at half-maximal effect
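Fluorescent replication assay read twice, at 0 min and 10 min after adding 50 nM (final) substrate. Enzyme (10 nM) and compounds were first incubated 15 min at room temperature; enzyme-free buffer wells were negative controls.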
LDHA inh: qHTS assay for inhibitors of human lactate dehydrogenase | L-lactate dehydrogenase A chain (Homo sapiens), P00338 | purified LDHA, NADH/diaphorase-resazurin fluorescence; stronger effect = lower value | activity change, % (values are at about 110 or 230 µM) | 0.15% of 480,000 active | AID 1347041, 2019; in the data active = activity change below about -30%; inconclusive = mostly about -25% to -30%;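 also: plate controls were DMSO wells for no effect and wells without enzyme for full effect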
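LDH5 2 nM; NADH 0.06 mM, pyruvate 0.2 mM; 200 mM Tris pH 7.4, EDTA, Tween-20; 5 min RT. Detection: diaphorase 0.133 mg/mL + resazurin 37 µM, fluorescence ex540/em590 at 0 and 20 min; normalized to enzyme-free and DMSO wells.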
Pol kappa inh: qHTS for Inhibitors of Polymerase Kappa; DNA polymerase kappa (Homo sapiens), Q9UBT6; 0.53% of 400,000 active; purified Pol kappa, fluorescent DNA synthesis assay, 10 min; Potency, µM (highest dose often 107 µM), without a hit: at the highest dose activity, negative = inhibition, usual class: inhibitors; also: potency is read from the fitted curve at half-maximal effect; % is scaled to controls: 0 for no effect and ±100 for the full control effect
Target sequence (Q9UBT6 whole entry, looked up): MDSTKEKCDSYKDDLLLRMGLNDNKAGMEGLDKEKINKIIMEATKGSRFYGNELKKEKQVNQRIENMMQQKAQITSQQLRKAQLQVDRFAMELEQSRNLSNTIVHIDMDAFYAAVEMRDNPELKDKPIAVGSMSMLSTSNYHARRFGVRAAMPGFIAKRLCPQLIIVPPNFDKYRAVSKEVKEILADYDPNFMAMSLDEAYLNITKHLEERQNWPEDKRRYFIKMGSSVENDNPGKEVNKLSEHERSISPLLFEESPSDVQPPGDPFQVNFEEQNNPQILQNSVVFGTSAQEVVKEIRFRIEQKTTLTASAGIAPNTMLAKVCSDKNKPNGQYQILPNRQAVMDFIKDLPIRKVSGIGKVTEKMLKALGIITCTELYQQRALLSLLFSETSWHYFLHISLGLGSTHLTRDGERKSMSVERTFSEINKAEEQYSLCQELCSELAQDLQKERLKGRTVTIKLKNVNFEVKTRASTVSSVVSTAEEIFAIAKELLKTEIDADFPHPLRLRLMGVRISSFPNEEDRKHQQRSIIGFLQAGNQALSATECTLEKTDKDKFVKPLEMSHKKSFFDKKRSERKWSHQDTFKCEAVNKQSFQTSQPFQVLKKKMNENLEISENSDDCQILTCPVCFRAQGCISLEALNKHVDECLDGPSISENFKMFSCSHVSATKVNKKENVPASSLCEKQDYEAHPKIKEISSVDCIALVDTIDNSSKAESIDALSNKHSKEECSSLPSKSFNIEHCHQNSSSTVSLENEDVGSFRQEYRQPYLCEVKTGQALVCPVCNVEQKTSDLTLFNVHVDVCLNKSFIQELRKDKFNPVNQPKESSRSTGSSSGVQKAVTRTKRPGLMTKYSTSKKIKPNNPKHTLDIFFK
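Kinetic fluorescence readout at 0 and 10 min followed reaction start with substrate at 50 nM final. Beforehand, enzyme (10 nM Pol kappa) stood 15 min with compound at room temperature; buffer-only wells were negative controls.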
BLM inh: qHTS Assay for Inhibitors of Bloom's syndrome helicase (BLM) | 0.2% of 350,000 active | recombinant BLM DNA unwinding, fluorescence dequenching | Potency, µM (doses to about 56.1 µM), for the others: at the top dose activity change, negative = inhibition, usual class: inhibitors;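 also: potency is read from the fitted curve at half-maximal effect; plate controls were vehicle for no effect and no enzyme for full effect; nearly all actives have a fitted effect of over 35% in size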
POLB inh: qHTS Assay for Inhibitors of DNA Polymerase Beta; P06746; Potency, µM (series often up to 114 µM), for the others: top-dose activity change, negative = inhibition, hits mostly inhibitors; 1.3% of 340,000 active; Pol beta primer extension/strand displacement, fluorescence kinetic; AID 485314, 2010; also: potency is read from the fitted curve at half-maximal effect; % is scaled to controls: 0 for no effect and ±100 for the full control effect
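Pol beta (10 nM) and compounds were preincubated 15 min at room temperature, then 50 nM substrate (final) started primer extension/strand displacement. Reads were taken at 0 and 10 min; concentration-response data were fitted to a four-parameter Hill equation.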
Glioma ERSR ind: qHTS for Inducers of the Endoplasmic Reticulum Stress Response (ERSR) in Human Glioma: qHTS; U87-MG GRP78 promoter luciferase reporter, 16 h; Potency, µM, inactives show top-dose activation, most hits filed as activators; 0.02% of 420,000 active; also: potency is read from the fitted curve at half-maximal effect; series mostly up to about 76 µM; % of control where 0% means no effect; nearly all actives have a fitted effect of over 35% in size
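Stably transfected U87-MG human glioma cells carrying a GRP78-based luminescent sensor were seeded at 1000 cells/well, pin-dosed with compounds and incubated 16 h. Luciferase reagent was then added, and end-point luminescence was read after 10 min at room temperature.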
APE1 inh: qHTS Assay for Inhibitors of the Human Apurinic/apyrimidinic Endonuclease 1 (APE1). DNA repair nuclease/redox regulator APEX1 (Homo sapiens), P27695. recombinant APE1, TAMRA/BHQ-2 abasic DNA cleavage fluorescence. Potency, µM (titrated, usually from 65.8 µM), inactives show at the top dose activity change, negative = inhibition, usual class: inhibitors. 0.35% of 350,000 active. AID 2517, 2012;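 also: potency is read from the fitted curve at half-maximal effect; plate controls were vehicle for no effect and reference inhibitor for full effect; nearly all actives have a fitted effect of over 55% in size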
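Incision of a quenched TAMRA/BHQ-2 THF abasic-site duplex (50 nM) by 0.75 nM APE1, after 15 min compound preincubation, measured as fluorescence increase over three 60 s reads. Values normalized to buffer, DMSO and NSC13755 control wells.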
Pol eta inh: qHTS for Inhibitors of Polymerase Eta | 1.2% of 390,000 active | AID 588591, 2011 | recombinant Pol eta, fluorescent DNA replication assay | Potency, µM (series often up to 114 µM), inactives show at the top dose activity change, negative = inhibition, hits mostly inhibitors; also: potency is read from the fitted curve at half-maximal effect; % is scaled to controls: 0 for no effect and ±100 for the full control effect
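Pol eta at 10 nM preincubated with compounds 15 min at room temperature; reaction started with fluorescent substrate (50 nM final) and read kinetically at 0 and 10 min.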
Numbers without * were called inactive; ? = inconclusive; · = not tested or not shown; [ ] = another dose, or the depositor's remark. Unless noted, calls follow the shape of the dose curve; as a rule, active = well fitted curve in the direction sought with a large enough effect; inconclusive = small, poorly fitted or top-dose-only effect, or another doubt; inactive = no such curve, though single readings can be large; an effect the other way counts as inactive or inconclusive. Only part of the results is shown; count on the stated rates, not on these rows.

Fields: Apoferritin bind	Pol iota inh	LDHA inh	Pol kappa inh	BLM inh	POLB inh	Glioma ERSR ind	APE1 inh	Pol eta inh
Cc1cc(N2CCCCCC2)nc2ccccc12
  ?	-10.5%	-17.8	-8.4%	3.1%	?	-1.7%	-2.2%	-9.3%
COc1cc2c(C(=O)NCc3ccccn3)cn(C)c(=O)c2cc1OC
  -14.5%	17.5%	1.3	-10.0%	-5.5%	25.9%	-3.8%	-4.1%	-9.4%
COc1cc(CNC(=O)c2cnccn2)cc(OC)c1
  ·	-12.1%	-3.5	-15.1%	·	·	-0.2%	·	0.9%
CC(=O)OCC(NC(=O)C(COCc1ccccc1)NC(=O)OC(C)(C)C)C1OC(n2cc(C)c(=O)[nH]c2=O)C(OC(C)=O)C1OC(C)=O (stereo unspecified)
  -11.2%	?	·	-2.7%	-2.9%	·	1.3%	-2.4%	·
Cc1ccc(OCC(=O)Nc2ccc(S(=O)(=O)Nc3ccccn3)cc2)cc1
  -1.3%	32.9%[activator]	-3.7	-3.4%	-8.1%	35.4%	-7.4%	-0.7%	-11.2%
CCOC(=O)Cc1csc(NC(=O)CSc2nnc(-n3nc(C)cc3C)c3ccccc23)n1
  -22.7%	-5.3%	-10.3	-14.4%	3.0%	0.0%	-3.4%	-6.3%	1.8%
O=C(CC1N=C2c3ccccc3N=C(SCc3ccccc3Cl)N2C1=O)NCCc1ccccc1 (stereo unspecified)
  -7.7%	4.7%	2.1	0.3%[60.1 µM]	-4.6%	0.5%	0.7%	·	-10.3%
CC1(C)OC(=O)C(=CNC(CCC(N)=O)C(=O)O)C(=O)O1 (stereo unspecified)
  -6.5%	0.9%	-0.8	-15.3%	-6.5%	17.2%	-2.1%	2.3%	0.8%
Brc1ccc(Oc2nnnn2-c2ccccc2)cc1
  -5.7%	-20.8%	-7.5	-13.0%	-4.0%	41.2%	-0.4%	?	-9.5%
CC(=O)c1cn(C)c(=O)c2ccccc12
  10.6%	16.0%	-6.7	-11.3%	-12.4%	8.3%	-3.3%	-6.1%	-16.9%
O=C(N/C(=C/c1cccs1)C(=O)N1CCCC1)c1ccccc1
  13.4%	67.3%[activator]	-7.2	4.9%	-7.4%	-13.1%	-4.9%	51.1%	-5.5%
CN1CCN(CC2(O)CCN(S(=O)(=O)c3ccc(Cl)cc3)CC2)CC1
  1.4%	61.8%[activator]	-9.5	-2.0%	2.4%	2.1%	-8.9%	-3.0%	4.6%
O=C(O)/C=C/C=C/c1ccccc1
  5.6%	·	·	-7.5%[60.1 µM]	-14.3%	·	0.1%	11.9%	·
O=C1C2CCCN2C(c2ccco2)N1c1ccc(F)cc1 (stereo unspecified)
  -6.0%	87.1%[activator]	0.6	-3.3%	0.4%	5.2%	-2.1%	-2.2%	-22.2%
Cc1ccc(C)c(CN2C(=O)CSc3ccc(C(=O)NCc4ccc(F)cc4)cc32)c1
  -3.8%	19.0%	1.5	-2.3%	-0.8%	14.9%	-2.6%	·	-2.0%
CCc1nnc(NC(=O)CSc2nc3c(C)cccc3[nH]2)s1
  -7.4%	11.6%	-8.2	-7.1%	-0.4%	0.8%	-3.7%	-0.2%	-18.9%
COc1ccc(C2C(C(=O)Nc3ccccc3)=C(C)Nc3nc(-c4ccccc4Cl)nn32)cc1OC (stereo unspecified)
  4.0%	11.4%	-3.5	0.4%	-6.5%	5.2%	1.0%	·	-19.0%
NS(=O)(=O)c1ccc(CNC(=O)c2csc3c2CCCC3)cc1
  -6.5%	?	2.5	-1.6%	-3.8%	3.3%	-4.6%	2.8%	-11.8%
CCCOc1cccc(C(=O)Nc2ccc(-c3nc4ccccc4s3)c(Cl)c2)c1
  -3.3%	-4.6%	1.6	-13.0%	-8.6%	0.6%	-1.0%	·	-28.5%
O=C(Nc1ccc(-c2cn3c(n2)SCC3)cc1)c1ccc2c(c1)OCO2
  -3.1%	45.8%[activator]	1.0	-1.3%	-1.4%	-5.3%	-0.5%	7.4%	-11.0%
CCNc1nc(NC(C)C)nc(SCCOc2ccc(C)cc2)n1
  6.4%	4.3%	-4.0	-10.3%	-11.9%	16.9%	-6.1%	-7.9%	-9.2%
Cc1cccn2cc(CNc3ccccc3)nc12
  2.0%	-8.4%	5.4	-14.8%	-2.7%	2.8%	3.4%	0.4%	-10.8%
COc1ccc(C(=O)OCCNC(=O)c2ccncc2)cc1OC
  -4.1%	28.2%	-1.1	-1.2%	4.8%	14.5%	-5.4%	4.6%	-12.6%
COc1ccccc1-c1noc(-c2ccccc2C(=O)N2CCOCC2)n1
  -8.7%	14.6%	1.1	-10.6%	-0.5%	9.4%	-5.5%	?	1.6%
Cc1nn(CC(=O)Nc2ccc(C(=O)N3CCCC3)cc2)c(=O)c2ccccc12
  5.5%	6.1%	2.0	-13.3%	-0.6%	12.3%	-3.8%	0.9%	7.7%
Cn1c(C(C#N)C2=C(Cl)C(=O)N(c3ccccc3)C2=O)nc2ccccc21 (stereo unspecified)
  -20.5%	·	·	·	-22.8%	0.4%	·	-5.3%	·
COC(=O)c1cc2sc(C)cc2n1Cc1ccc(F)cc1Cl
  5.6%	37.3%[activator]	1.0	2.0%	-7.6%	3.3%	·	·	·
COc1nc(NCC(C)C)nc(Oc2ccc(=O)n(-c3ccccc3)n2)n1
  -8.0%	-8.7%	1.2	2.4%	2.1%	-1.6%	-1.3%	-1.7%	-17.3%
COCC(=O)N1CCC(Oc2ccc(C(=O)NC(C)c3csc(C)n3)cc2)CC1 (stereo unspecified)
  -7.3%	-11.6%	-1.6	-11.9%	0.1%	2.1%	-2.4%	6.9%	-9.7%
CCOC(=O)C(NC(C)=O)(Nc1ccc(S(N)(=O)=O)cc1)C(F)(F)F (stereo unspecified)
  3.1%	33.9%[activator]	-1.0	-10.8%	-0.4%	20.6%	1.0%	5.7%	-6.2%
O=C(CCN1C(=O)/C(=C/c2ccccc2F)SC1=S)NCCCn1ccnc1
  -13.4%	-21.5%	1.4	-1.9%	1.7%	47.1%[activator]	-5.9%	-2.8%	0.1%
COc1ccc(NC(=O)c2cnc3ccccn3c2=O)c(OC)c1
  ·	-24.2%	1.2	7.2%	·	·	-1.6%	·	-19.6%
Cc1cc(NS(=O)(=O)c2ccc3nc(-c4ccccc4)[nH]c3c2)ccc1Br
  -13.3%	1.1%	2.2	-2.3%	-8.4%	1.2%	6.4%	·	-14.9%
Cc1cc(C)cc(N(CC(=O)NC2CCC(C)CC2)S(=O)(=O)c2c(C)[nH]c(=O)[nH]c2=O)c1 (stereo unspecified)
  -12.7%	30.7%	-18.1	-2.8%	1.6%	-0.6%	-1.0%	?	-10.9%
CCC(=O)c1cn(CC(=O)Nc2cccc(C)c2)c2ccccc12
  -1.0%	-9.7%	-8.9	-1.8%	-9.4%	-11.6%	-4.2%	31.8%	0.7%
COc1cc(C(O)P(=O)(OC(C)C)OC(C)C)cc(OC)c1OC (stereo unspecified)
  0.8%	15.5%	-6.0	-4.9%	7.3%	1.5%	-4.3%	0.9%	-0.6%
CCCCn1c(N)c(N2CCOCC2)c(=O)n(CC(=O)NC(C)c2ccccc2)c1=O (stereo unspecified)
  -1.7%	72.2%[activator]	-1.8	4.3%	1.1%	-13.5%	3.0%	1.7%	-5.4%
Cc1ccc(C)c(NC(=S)N2CCC(c3nc4ccccc4s3)CC2)c1
  -11.4%	-25.7%	-5.3	-11.1%	-2.9%	2.4%	-2.2%	-3.7%	-18.4%
O=C(NC(=S)Nc1ccccc1N1CCCC1)c1ccc(-c2cccc([N+](=O)[O-])c2)o1
  -21.7%	-2.0%	-3.2	-12.8%	3.1%	4.8%	-2.2%	-1.5%	-12.9%
Cc1cc(C)n(Cc2ccc(NC(=O)c3nn(C)cc3[N+](=O)[O-])cc2)n1
  -20.0%	-6.7%	-2.2	0.0%	-0.3%	36.4%	-7.1%	4.9%	-4.8%
CC(=O)[C@@H]1[C@H]2[C@H](C(=O)[C@H]3OC[C@@H]2O3)[C@H]2C=Cc3ccccc3N21
  ·	·	·	?	-16.4%	·	-8.9%	-6.4%	·
Cc1cc2cc(CNC(=O)c3ccc(Br)o3)ccc2[nH]1
  -3.2%	43.0%[activator]	2.2	-7.5%	-4.7%	-0.6%	-4.6%	-0.1%	-8.7%
Cc1cccc(NC(=S)NNC(=O)c2cccc([N+](=O)[O-])c2)c1
  -14.6%	3.8%	-0.6	-3.1%	-2.6%	-11.1%	0.9%	-3.4%	-8.4%
CN(C)S(=O)(=O)c1cccc(NC(=S)N/N=C/C(c2ccccc2)c2ccccc2)c1
  -6.0%	4.6%	-3.0	-3.8%	-7.4%	0.6%	1.4%	20.1%	-18.7%

Molecules from the list above containing a furan ring, fused or not:
Fields: Apoferritin bind	Pol iota inh	LDHA inh	Pol kappa inh	BLM inh	POLB inh	Glioma ERSR ind	APE1 inh	Pol eta inh
O=C1C2CCCN2C(c2ccco2)N1c1ccc(F)cc1 (stereo unspecified)
  -6.0%	87.1%[activator]	0.6	-3.3%	0.4%	5.2%	-2.1%	-2.2%	-22.2%
O=C(NC(=S)Nc1ccccc1N1CCCC1)c1ccc(-c2cccc([N+](=O)[O-])c2)o1
  -21.7%	-2.0%	-3.2	-12.8%	3.1%	4.8%	-2.2%	-1.5%	-12.9%
Cc1cc2cc(CNC(=O)c3ccc(Br)o3)ccc2[nH]1
  -3.2%	43.0%[activator]	2.2	-7.5%	-4.7%	-0.6%	-4.6%	-0.1%	-8.7%
